From PubChem BioAssay
MEKK2wt PB1 HTS = raises or lowers MEK5 binding to wildtype human MEKK2 PB1 domain; bead flow cytometry, Alexa488-MEK5 binding to MEKK2 WT; actives lie on both sides; AID 1531; 1.1% of 290,000 active; Q9Y2U5; binding response (% of control), % at 10 µM; in the data active = binding response below about 67% or above about 130%
MEKK2 mut-MEK5 = signal of MEK5 binding to mutant human MEKK2 PB1 domain; 0.35% of 290,000 active; bead flow cytometry, Alexa488-MEK5 binding to MEKK2 mutant; percent response, % at 10 µM; AID 1530; in the data active = percent response above about 24%, passing the limit was not always enough; also: inactives centre near 1; some results filed as inactive read as strong as hits
VIM-2 inh = blocks Pseudomonas aeruginosa VIM-2 metallo-beta-lactamase; inhibition, % at 5.6 µM; purified VIM-2, nitrocefin hydrolysis, epi-absorbance fluorescence; 0.89% of 290,000 active;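 active = inhibition above the mean of all tested compounds plus 3 SD, cutoff set per screening run, cut at about 7.5% in these data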;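 also: red hydrolysis product quenches plate fluorescence so inhibitors raise well fluorescence; 0% = enzyme with DMSO and 100% = DMSO without enzyme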
NS3 helicase inh = HCV NS3 helicase inhibition; inhibition, % at 10.9 µM; NS3 helicase DNA unwinding, Cy5 molecular beacon fluorescence; 0.56% of 290,000 active; AID 1800;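 active = inhibition above the mean of all tested compounds plus 3 SD, set per campaign, cut at about 35% in these data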;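 also: 0% = DMSO wells and 100% = thioflavine S control wells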
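Test system: hepatitis C virus NS3 helicase domain fragment enzyme. Also added: annealed dual-labelled DNA beacon duplex, ATP-started. Timing: 60 min unwinding reaction at 25 °C after ATP addition. Technique: Cy5 fluorescence. Measure: % inhibition of unwinding.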
DNA FID counter = fluorescent intercalator displacement, NS3 helicase counter-screen; DNA fluorescent intercalator displacement, fluorescence; inhibition, % at 7.9 µM; 0.17% of 290,000 active; AID 1845; in the data active = inhibition above about 37%;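 also: 0% = vehicle and 100% = reference compound; higher means more ethidium bromide displaced from hairpin DNA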
NALP1 yeast inh = NALP1 inhibition | S. cerevisiae NALP1/ASC/caspase-1 growth, X-gal OD620, 72 h | inhibition, % at 10 µM | 0.61% of 280,000 active | AID 2071; in the data active = inhibition mostly above about 24%, no sharp cut-off; inactive = mostly below about 32%; also: some compounds called inactive have numbers as strong as hits
UBC9 SUMO inh = SUMOylation inhibition | HTRF SUMOylation assay, SAE1/SAE2 + UBC9, in vitro | inhibition, % at 35 µM | 0.36% of 290,000 active | AID 2006; in the data active = inhibition above about 50%, passing the limit was not always enough; also: strong numbers were not always called active
Target sequence (P63279 whole entry, looked up): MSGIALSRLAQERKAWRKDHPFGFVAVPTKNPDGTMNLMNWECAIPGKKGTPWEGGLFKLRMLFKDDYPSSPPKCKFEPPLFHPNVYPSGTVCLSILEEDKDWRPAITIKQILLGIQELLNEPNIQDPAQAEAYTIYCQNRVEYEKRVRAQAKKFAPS
IMP-1 inhibitor = blocks Pseudomonas aeruginosa IMP-1 metallo-beta-lactamase | purified IMP-1, nitrocefin hydrolysis, epi-absorbance fluorescence | 0.45% of 290,000 active | inhibition, % at 5.6 µM | AID 1556;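 active = inhibition above the mean plus 3 SD of all compounds in the same screening run, cut at about 4.5% in these data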;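 also: 0% = IMP-1 with DMSO and 100% = DMSO wells lacking enzyme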
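Test system: recombinant IMP-1 enzyme, purified / Medium: HEPES buffer pH 7.1 with ZnSO4 and Brij 35 / Doses: single dose, 5.6 µM / Times: 25 °C, 15 min preincubation, 25 min reaction / Detection: Epi-absorbance via hydrolysed-nitrocefin quenching of white-plate fluorescence, 480/530 nm, EDTA stop / Evaluation: percent inhibition from optical density relative to buffer-blank wells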
M18AAP inhibitor = blocks P. falciparum M18 aspartyl aminopeptidase. AID 1822. recombinant PfM18AAP, H-Glu-NHMec fluorogenic cleavage. inhibition, % at 7.35 µM. 1.2% of 290,000 active;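 active = inhibition above the campaign mean inhibition over all tested compounds plus 3 SD, cut at about 28% in these data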;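 also: 0% = plate median of test compound wells and 100% = 2 mM ZnCl2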
* = called active by the depositor; x = no result given.

SMILES | MEKK2wt PB1 HTS | MEKK2 mut-MEK5 | VIM-2 inh | NS3 helicase inh | DNA FID counter | NALP1 yeast inh | UBC9 SUMO inh | IMP-1 inhibitor | M18AAP inhibitor
COc1cc2c(cc1OC)CN(C(=O)CNC(=O)c1ccc(OC(F)F)cc1)CC2 | 102 | 6 | -2.0 | 1 | -29 | 10 | 0 | -2.3 | 2
Fc1ccc(OCc2nn3cnnc3s2)cc1 | 97 | -2 | -0.2 | 4 | 1 | 5 | 13 | -2.4 | 0
COc1ccc(OCc2cc(C(=O)NC(C)Cc3cccnc3)no2)c(Cl)c1 (centres undefined) | 110 | 9 | -3.3 | -5 | -35 | 9 | 4 | -3.3 | 6
COC(=O)c1cn(-c2ccc(Cl)cc2)c(=O)c2ccccc12 | 100 | 1 | -2.1 | -2 | -9 | 24 | -5 | -3.2 | -6
CCc1cc2c(=O)c(-c3nc4ccccc4[nH]3)coc2cc1OC(=O)N1CCOCC1 | 95 | -1 | 2.0 | -3 | -1 | 28 | 13 | -1.1 | 1
CN(c1ccc(O)cc1)c1nc(-c2cccnc2)cs1 | 105 | 5 | 3.9 | 3 | -9 | 12 | -3 | -2.0 | 8
CC(C)CCN(CCC(C)C)C(=O)Cc1c(O)c2ccccc2[nH]c1=O | 104 | 7 | -2.9 | 4 | -2 | -54 | 5 | -5.8 | 0
COc1cc(C(=O)Nc2cccc(C)c2C)c(Br)c(OC)c1OC | 107 | 8 | -2.4 | 0 | -14 | 12 | -2 | -3.5 | -4
CCOC(=O)C1=C(CN2CCN(C(=O)c3ccco3)CC2)NC(=O)NC1c1ccc(Cl)cc1 (centres undefined) | 95 | 1 | -3.2 | 18 | -56 | 11 | -3 | -2.1 | -6
CCNc1nc(NCC)nc(OCCOC(=O)c2ccccc2)n1 | 95 | -2 | 1.1 | 2 | -14 | 16 | 10 | -1.5 | -4
CCCCn1nnc(NC(=O)c2ccco2)n1 | 103 | 0 | -3.3 | 8 | 0 | 30 | 8 | -2.5 | 2
COc1ccc(OC)c(NC(=O)CSC2=C(C#N)C(c3ccco3)C3=C(CCCC3=O)N2)c1 (centres undefined) | x | x | 0.7 | -3 | -11 | 10 | 23 | -4.1 | 9
CCOC(=O)CSc1nc2c(c(=O)[nH]c(=O)n2C)n1C/C=C(/C)Cl | 106 | 3 | -1.7 | 8 | -5 | 9 | 27 | -2.6 | 10
CCOC(=O)N1CCN(c2ncnc3scc(-c4ccccc4)c23)CC1 | 105 | 2 | -0.5 | -11 | -36 | 21 | 1 | -1.0 | 1
CC1Cc2cc(/C(O)=C3/C(=O)C(=O)N(CCCn4ccnc4)C3c3cccc([N+](=O)[O-])c3)ccc2O1 (centres undefined) | 104 | 4 | -1.7 | 18 | -37 | -3 | 11 | -0.8 | 2
Cc1ccc(N=C2NC(=O)C(CO)(CO)S2)cc1 | 105 | 15 | -2.6 | -9 | -5 | 12 | 9 | -1.9 | 4
COc1ccc(/C=C/C(=O)O)cc1COc1cccc(C)c1 | 99 | -1 | 0.7 | 23 | -37 | 29 | -12 | -1.0 | -9
CCOC(=O)N1CCC(N2C(=O)c3ccc(C(=O)NCc4ccco4)cc3C2=O)CC1 | 116 | 13 | -4.1 | 15 | -26 | 25 | 12 | -4.1 | 3
CC(=O)Nc1cnn(Cc2ccc(Br)cc2)c1 | 112 | 6 | 0.3 | -1 | -2 | 9 | 12 | -3.3 | 2
Cc1ccccc1COCCN1CCN(S(=O)(=O)c2ccccc2)CCC1=O | 101 | -5 | x | x | x | 5 | 3 | x | x
Cn1c(=O)cc(C(=O)N/N=C/c2ccc(Cl)cc2)[nH]c1=O | 108 | 7 | -4.5 | -5 | -2 | -12 | 74 | -2.5 | 2
COc1ccc(CN2CC(C(=O)NCCCOC(C)C)CC2=O)cc1 (centres undefined) | 103 | 5 | -1.6 | 11 | -10 | 15 | 5 | -2.2 | 3
Nc1cc(C(=O)c2ccccc2)ccc1[N+](=O)[O-] | 105 | 1 | -2.0 | 10 | 5 | -15 | 6 | -4.3 | -11
COc1ccc(NC(=O)/C(=C\c2ccncc2)NC(=O)c2ccccc2)cc1 | 100 | 0 | -2.9 | -10 | 0 | 8 | -5 | -2.6 | 8

Shown tab-delimited: 2 of the compounds above
Molecule	MEKK2wt PB1 HTS	MEKK2 mut-MEK5	VIM-2 inh	NS3 helicase inh	DNA FID counter	NALP1 yeast inh	UBC9 SUMO inh	IMP-1 inhibitor	M18AAP inhibitor
COC(=O)c1cn(-c2ccc(Cl)cc2)c(=O)c2ccccc12	100	1	-2.1	-2	-9	24	-5	-3.2	-6
CCc1cc2c(=O)c(-c3nc4ccccc4[nH]3)coc2cc1OC(=O)N1CCOCC1	95	-1	2.0	-3	-1	28	13	-1.1	1

A few values from the list:
Value for CC(=O)Nc1cnn(Cc2ccc(Br)cc2)c1 in IMP-1 inhibitor: -3.3
Value for Cc1ccc(N=C2NC(=O)C(CO)(CO)S2)cc1 in IMP-1 inhibitor: -1.9
Value for CCOC(=O)CSc1nc2c(c(=O)[nH]c(=O)n2C)n1C/C=C(/C)Cl in MEKK2 mut-MEK5: 3
Value for COc1ccc(/C=C/C(=O)O)cc1COc1cccc(C)c1 in MEKK2 mut-MEK5: -1
Value for COc1ccc(NC(=O)/C(=C\c2ccncc2)NC(=O)c2ccccc2)cc1 in DNA FID counter: 0

Further results
SMILES | MEKK2wt PB1 HTS | MEKK2 mut-MEK5 | VIM-2 inh | NS3 helicase inh | DNA FID counter | NALP1 yeast inh | UBC9 SUMO inh | IMP-1 inhibitor | M18AAP inhibitor
Cc1ccc(SCC2=NNC(=O)C2)cc1 | 104 | 13 | -6.2 | 18 | -23 | 0 | 17 | -3.5 | -1
CC1=C(C(=O)OCCC(C)C)C(c2ccc3c(c2)OCO3)NC(=O)N1 (centres undefined) | 107 | 6 | -0.5 | -8 | -29 | 4 | 6 | -2.2 | -6
CN(C)c1ccc(N2C(=NC(=O)CC3CCCCC3)SC3CS(=O)(=O)CC32)cc1 (centres undefined) | 98 | 0 | -3.0 | -3 | -43 | 6 | -6 | -1.7 | 12
CCOC(=O)c1cc(C#N)c(Nc2ccccc2OC)nc1C(F)(F)F | 102 | -1 | -1.9 | -9 | -3 | 13 | 26 | -2.0 | -14
CC(NCc1ccccc1O)c1ccccc1 (centres undefined) | 94 | 1 | -2.3 | -10 | -1 | -11 | -3 | -3.5 | 4
COc1cc(OC)cc(C(=O)NC2CC3CCC(C2)N3Cc2ccco2)c1 (centres undefined) | 89 | -6 | -3.5 | -14 | 4 | -2 | 16 | -2.2 | -3
O=C(NOC(=O)c1ccccc1Cl)c1cccs1 | 79 | -20 | -1.1 | 13 | 7 | -3 | 3 | -0.9 | -12
O=C(c1ccc(F)cc1)C1CCN(C(=O)Nc2ccc(F)cc2F)CC1 | 100 | 5 | -2.9 | -7 | -15 | 1 | 2 | -4.3 | -1
COc1ccc(NC(=O)CC(C(=O)O)N2CCCCC2)cc1 (centres undefined) | x | x | -0.5 | 0 | 1 | 4 | 6 | -1.9 | -9
CCCN(CCC)CCNc1c(N2CCN(C(=O)OCC)CC2)c(=O)c1=O | 94 | -6 | 0.5 | 6 | 3 | 5 | -3 | 0.7 | -8
COCCCNC(=O)CC(NS(=O)(=O)c1ccc(OC)cc1)c1ccc(OC)cc1 (centres undefined) | 103 | 2 | -0.4 | 1 | -4 | 25 | 10 | -2.2 | -8
O=C(O)CCc1ccc(-c2ccccc2)n1NC(=O)c1cccs1 | 95 | 3 | -0.3 | 2 | -3 | 4 | -10 | -0.7 | -6
Cc1cccc(NC(=O)c2ccc3ccccc3n2)n1 | 101 | 11 | -2.4 | 5 | -6 | x | 4 | -5.0 | -6
CN(C)S(=O)(=O)Oc1ccc(Cl)cc1C(=O)Nc1cccc(C(F)(F)F)c1 | 103 | 2 | 2.2 | -5 | 7 | -10 | 6 | -1.8 | 4
COc1ccc(Nc2nc(NCc3ccco3)nc(N/N=C/c3ccccc3Cl)n2)cc1 | 106 | -1 | -3.2 | -75 | -17 | 7 | 4 | -2.0 | -2
COc1ccc(-c2c(C(F)(F)F)[nH]n3c(=O)cc(-c4ccccc4)nc23)cc1 | 91 | -3 | -1.8 | -6 | -10 | x | 51* | -2.1 | 0
Cn1c(C(=O)NC2CCCCC2)cc2sccc21 | 101 | 4 | -3.2 | 26 | -12 | 1 | 4 | -1.7 | 13
Cc1ccccc1CN1CCC(n2nccc2NC(=O)CCCc2ccccc2)CC1 | 108 | -3 | -0.1 | -21 | 1 | 21 | -4 | -0.3 | -4
CCOc1ccc(NS(=O)(=O)c2cnc(Cl)c(Cl)c2)cc1 | 97 | -1 | -1.6 | 3 | -15 | 20 | 0 | -1.7 | -11
CCCN(CCC)Cc1c(C(=O)N/N=C/c2ccoc2)nnn1-c1nonc1N | 100 | 0 | -4.4 | 11 | -18 | 6 | 2 | -1.3 | 1
O=C(N/N=C/c1cccc([N+](=O)[O-])c1O)c1cccs1 | 99 | 9 | -5.9 | 10 | 6 | 42 | -13 | -4.7 | 10
O=C(N/N=C/c1ccc(Br)s1)Nc1ccccc1 | 93 | -3 | -2.9 | -9 | -12 | -21 | -5 | -6.1 | 0
C=CCc1ccccc1OCC(=O)O | 53 | -11 | 0.2 | 0 | -1 | x | -14 | -0.4 | 2
Cc1ccc(S(=O)(=O)N2CCC(=O)N(CCOCc3ccc(Cl)cc3)CC2)cc1 | 97 | 6 | -2.6 | -14 | -54 | 20 | -5 | -3.5 | -1
Cc1ccccc1NC(=O)C1C2/C=C\CCCCC21 (centres undefined) | 94 | 1 | -2.8 | -2 | -6 | 21 | 9 | -2.9 | -9
Cc1csc(SCC(=O)c2cc(C)n(Cc3cccs3)c2C)n1 | 102 | 1 | -0.8 | -4 | -30 | -10 | -17 | -0.1 | 18
Nc1cc(N)nc(SCC(=O)c2ccccc2)n1 | 94 | -2 | 0.1 | -7 | 3 | 12 | 11 | -1.9 | 2
Oc1cccc2ccc(/C=C/c3ccc(Br)s3)nc12 | 102 | 0 | -4.3 | -1 | -3 | 31 | 46 | -4.4 | -7
Cc1ccc(NC2=C(Cl)C(=O)N(C3CCCCC3)C2=O)cc1 | 96 | 0 | -3.1 | 7 | -3 | 28 | 9 | -5.4 | -8
S=C(Nc1cccnc1)Nc1cccc2cnccc12 | 95 | -4 | 4.9 | 9 | 4 | 0 | 97* | -3.0 | 18
O=C(CN(C(=O)Cn1nnc(-c2cccs2)n1)c1ccc2c(c1)OCCO2)NC1CCCCC1 | x | x | 1.3 | -1 | -34 | -6 | 9 | -0.6 | -8
COCCCNc1nc2ccccc2nc1NS(=O)(=O)c1ccc(C)cc1C | 94 | -4 | -2.1 | -21 | -42 | 34 | 17 | -3.3 | -3
CCN1CCN(C(c2cccs2)C(C)NC(=O)NC2CCCCC2)CC1 (centres undefined) | 110 | 4 | 2.2 | 2 | 2 | 16 | 6 | -2.9 | 1
CCOc1ccc(-c2nc(-c3ccc(OC)c(OC)c3)no2)cc1OCC | 107 | 4 | -1.1 | 3 | 3 | 6 | 8 | -4.4 | -1
COc1ccc(CNC(=O)c2ccc(CS(=O)Cc3ccc(Cl)cc3)o2)cc1 (centres undefined) | 106 | 3 | -2.4 | 5 | -40 | 12 | -4 | -4.5 | -10
C=CCN=C1SC(CC)C(=O)N1S(=O)(=O)c1ccc(C)cc1 (centres undefined) | 99 | -2 | -1.3 | 8 | -7 | 2 | 10 | -0.4 | -35

Rows were taken by chance; overall some 4.7% were active at least once.
